Chronic BCR inh = qHTS Assay to Find Inhibitors of Chronic Active B-Cell Receptor Signaling; ABC-DLBCL IkBa-CBG/CBR reporter, luminescence ratio, 4 h; Potency, µM (titrated, usually from 46.1 µM), for the others: at the top dose ratio change, negative = lower green/red ratio, hits mostly inhibitors; 340,000 tested, 0.05% active; AID 493014, 2011; active means well fitted inhibition curve with a large enough effect in the signal ratio, with a control signal flat, not every such curve was filed as active; inconclusive means small, poorly fitted or top-dose-only effect, or effect the other way, or a change in a side signal; the % refers to the signal ratio;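 further: potency means the concentration at half of the fitted maximal effect; plate controls were basal doxycycline-induced cells for no effect and cells given 10 µM MG132 for full effect; MG132 reads +100%, hits lower the ratio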
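TMD8 ABC-DLBCL cells carrying doxycycline-inducible green luciferase fused to IkappaBalpha plus unfused red luciferase were exposed to compounds (up to 46 uM) for 4 hrs at 37C. Activity came from the overlap-corrected green/red luminescence ratio.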
CXXC DNA block = qHTS Fluorescence Polarization Assay for Inhibitors of MLL CXXC domain - DNA interaction | Histone-lysine N-methyltransferase 2A (Homo sapiens), Q03164 | MLL-CXXC / FITC-HOXA9 DNA fluorescence polarization | Potency, µM (doses to about 115 µM), for the others: at the top dose activity change, negative = inhibition, actives largely listed as inhibitors | 290,000 tested, 0.037% active; active means well fitted inhibition curve with a large enough effect in the polarisation, with a control signal flat, not every such curve was filed as active; inconclusive means small, poorly fitted or top-dose-only effect, or effect the other way, or a change in a side signal; inactive means no such curve, though single readings can be large or run the other way; the % refers to the polarisation; further: potency means the concentration at half of the fitted maximal effect
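Fluorescence polarization: 7 uM MLL-CXXC (stock) preincubated 5 min with compounds, then 50 nM fluorescein-HOX-A9 DNA (stock) added; 30 min ambient. Buffer 50 mM Tris-HCl pH 7.5, 50 mM NaCl, 1 mM DTT, 0.05% BSA.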
Giardia kill = Small Molecules that selectively kill Giardia lamblia: qHTS; Giardia lamblia trophozoite viability; activity change, % at 7.66 µM, hits read low; 340,000 tested, 0.15% active; in the data active means activity change below about -80%; inconclusive means between about -30% and that limit;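 further: parasites exposed to compound for two days anaerobically before the ATP read; on the % scale 0 is the no-effect control and ±100 the full control effect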
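ATP-content bioluminescence gauges trophozoite survival. Cells (100/well) receive compound and incubate anaerobically for 48 hrs at 37 deg C; detection reagent follows for 15-30 min at room temperature.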
AT treatment = qHTS Assay for Identifying a Potential Treatment of Ataxia-Telangiectasia. […] A-T fibroblasts, KAP-1 phosphorylation AlphaLISA; neocarzinostatin DNA damage 30 min before lysis. Potency, µM (doses to about 57.5 µM), for the others: top-dose activation, hits mostly activators. 320,000 tested, 0.19% active. AID 485349, 2010; further: potency means the concentration at half of the fitted maximal effect; % of control where 0% means no effect; nearly all actives have a fitted effect of over 45% in size
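hTERT-immortalized A-T patient fibroblasts ([…]), 500 cells/well in OPTI-MEM, 1% FBS, got compounds for 60 min, then NCS for 30 min at 37C. Lysates were then assayed for phospho-KAP-1 by AlphaLISA (anti-pKAP1 donor, anti-KAP1 acceptor beads), 6 hr at 25C.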
Tb PFK inh = qHTS Assay to Find Inhibitors of T. brucei phosphofructokinase. ATP-dependent 6-phosphofructokinase (Trypanosoma brucei brucei), O15648. T. brucei PFK, ADP-Glo luminescence. Potency, µM (top dose mostly 57.5 µM), inactives show top-dose activity, negative = inhibition, usual class: inhibitors. 330,000 tested, 0.17% active;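 further: potency means the concentration at half of the fitted maximal effect; 0% = uninhibited 1x PFK enzyme wells and -100% = no-enzyme wells; nearly all actives have a fitted effect of over 60% in size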
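PFK 1.25 nM, F6P 0.5 mM, ATP 0.1 mM, 0.1 M TEA pH 8.0, 5 mM MgCl2, 0.01% Tween20, 0.1% BSA; 45 min RT. ADP-Glo readout. qHTS titration up to 57 uM; curves fitted, compounds curve-classed.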
FBPA coupling cs = qHTS Assay for Inhibitors of Fructose-1,6-bisphosphate Aldolase from Giardia Lamblia: Coupling assay counterscreen; coupling enzyme system counterscreen, AmpLite Red fluorescence; activity change, negative = inhibition, % at 58.2 µM, hits read low; 290,000 tested, 0.67% active; AID 2472, 2010; in the data active means activity change below about -30%; further: on the % scale 0 is the no-effect control and ±100 the full control effect
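Activity here indicates interference with the coupling reaction, not aldolase inhibition. Compounds at 57.5 uM final met coupling enzymes for 10 min at RT; substrate and AmpLite Red detection followed, with a 525/598 nm fluorescence read after 20 min.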
GALK inhibitor = qHTS Assay for Inhibitors of Human Galactokinase (GALK); P51570; Purified GALK, Kinase-Glo residual ATP luminescence; Potency, µM (titrated, usually from 57.5 µM), for the others: at the top dose activity change, negative = inhibition, most hits filed as inhibitors; 270,000 tested, 0.007% active; further: potency means the concentration at half of the fitted maximal effect; on the % scale 0 is the no-effect control and ±100 the full control effect
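The enzyme phosphorylates galactose (100 uM) using ATP (35 uM); inhibition is detected as higher residual ATP, quantified by bioluminescence after 1 h reaction at room temperature, pH 8.0.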
hERG WT inh = qHTS for Inhibitors of KCHN2 3.1: Wildtype qHTS; Voltage-gated inwardly rectifying potassium channel KCNH2 (Homo sapiens), Q12809; U2OS, BacMam KCNH2, thallium flux FluxOr; stronger effect = lower value; activity change, % at 1.84 µM; 340,000 tested, 0.37% active; AID 720551, 2013;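 active means maximum activity change below -70%; inconclusive means maximum activity change between -70% and -50%; inactive means maximum activity change above -50%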; further: on the % scale 0 is the no-effect control and ±100 the full control effect
Target sequence (Q12809 whole entry, looked up): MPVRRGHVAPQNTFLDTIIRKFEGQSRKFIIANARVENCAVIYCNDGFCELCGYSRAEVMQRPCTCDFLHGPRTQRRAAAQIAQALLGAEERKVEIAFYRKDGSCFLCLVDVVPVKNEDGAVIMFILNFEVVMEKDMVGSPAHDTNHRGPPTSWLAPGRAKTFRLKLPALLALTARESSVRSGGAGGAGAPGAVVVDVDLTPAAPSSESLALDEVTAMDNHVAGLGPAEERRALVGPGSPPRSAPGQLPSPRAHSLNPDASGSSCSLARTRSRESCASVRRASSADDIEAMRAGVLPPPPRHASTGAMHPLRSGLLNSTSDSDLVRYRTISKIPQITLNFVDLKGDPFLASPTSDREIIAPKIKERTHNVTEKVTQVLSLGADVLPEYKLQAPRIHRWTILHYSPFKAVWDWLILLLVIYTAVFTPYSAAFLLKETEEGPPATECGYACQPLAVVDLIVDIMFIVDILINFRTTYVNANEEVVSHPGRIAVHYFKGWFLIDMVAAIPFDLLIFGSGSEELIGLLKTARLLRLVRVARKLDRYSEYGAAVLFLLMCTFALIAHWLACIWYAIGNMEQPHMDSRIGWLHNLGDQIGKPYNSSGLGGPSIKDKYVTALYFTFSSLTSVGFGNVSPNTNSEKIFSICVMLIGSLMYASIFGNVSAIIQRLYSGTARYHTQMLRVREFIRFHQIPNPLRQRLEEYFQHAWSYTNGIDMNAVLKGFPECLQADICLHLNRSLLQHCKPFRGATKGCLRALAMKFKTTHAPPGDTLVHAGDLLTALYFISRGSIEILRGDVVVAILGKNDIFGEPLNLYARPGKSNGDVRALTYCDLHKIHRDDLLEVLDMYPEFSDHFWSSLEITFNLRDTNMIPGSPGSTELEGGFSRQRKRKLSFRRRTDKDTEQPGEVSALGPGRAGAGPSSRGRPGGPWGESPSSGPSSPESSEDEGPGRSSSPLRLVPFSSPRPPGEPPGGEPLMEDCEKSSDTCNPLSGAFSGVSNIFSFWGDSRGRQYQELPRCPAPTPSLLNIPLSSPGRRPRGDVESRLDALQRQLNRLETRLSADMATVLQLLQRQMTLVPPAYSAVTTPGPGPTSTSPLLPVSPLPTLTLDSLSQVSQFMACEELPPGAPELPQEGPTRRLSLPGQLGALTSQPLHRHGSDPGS
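U2OS cells were transduced with wild-type KCNH2 virus (2.03 x 10^8 / mL) for 4 h at room temperature, then cultured overnight at 37 C. Thallium flux was read with FluxOr dye. Rate constants were normalized to DMSO controls.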
TCR activator = Activators of T cell receptors: qHTS campaign; Potency, µM (doses to about 9.22 µM), without a hit: top-dose activation of IL-2 secretion, hits mostly activators; primary human leukocytes, anti-CD3, IL-2 HTRF, 48 h; 330,000 tested, under 10 active; further: % of control where 0% means no effect
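1) Mix primary human leukocytes, a-CD3 beads and compound. 2) Incubate 48 hr. 3) Add HTRF IL-2 reagents (a-IL-2-K, a-IL-2-d2).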
TSHR antagonist = Antagonists of the Thyroid Stimulating Hormone Receptor: HTS campaign; Thyrotropin receptor (Homo sapiens), P16473; TSHR-expressing cells, TSH-stimulated cAMP HTRF, 2 h; stronger effect = lower value; activity change, negative = inhibition, % at 11.5 µM; 330,000 tested, 0.2% active;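 active means activity change below a set negative limit, meaning inhibition stronger than a set level, cut at about -70% in these data; inconclusive means activity change between two set negative limits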; further: on the % scale 0 is the no-effect control and ±100 the full control effect
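Antagonism was scored as loss of TSH-driven cAMP in TSHR cells, stimulated with 4nM TSH (EC80) for 2 hours at 37 deg C and detected by homogeneous HTRF competition immunoassay.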
* marks the source's active call; other numbers are inactive results; u = inconclusive; x = not tested or not shown; [ ] = another dose, or the depositor's remark. Unless noted, the call rests on the fitted dose curve; in most records, active means well fitted curve in the direction sought with a large enough effect; inconclusive means small, poorly fitted or top-dose-only effect, or another doubt; inactive means no such curve, though single readings can be large; an effect the other way counts as inactive or inconclusive.

SMILES	Chronic BCR inh	CXXC DNA block	Giardia kill	AT treatment	Tb PFK inh	FBPA coupling cs	GALK inhibitor	hERG WT inh	TCR activator	TSHR antagonist
O=C(COC(=O)COc1ccccc1[N+](=O)[O-])Nc1cccc(Br)c1	-16%	1%	1	4%	7%	-3	-1%	0	-1%[46.1 µM]	3
CCOC(=O)C(NC(=O)c1ccccc1)=C1C=C(C)OC(C)=C1	2%	12%	-12	u	-1%	0	10%	14	-13%	-4
Nc1nc(SCC(=O)Nc2cccc(S(=O)(=O)N3CCCCCC3)c2)n[nH]1	u	1%	5	10%	4%	0	0%	-1	x	27
CCN(CC)CCNS(=O)(=O)c1ccc2c3c(cccc13)C(=O)N2	-1%	0%	29	15%	-4%	-1	0%	9	-3%	-8
COc1ccc(CCC(=O)NCC(c2ccco2)N2CCc3ccccc32)cc1 (configuration not stated)	4%	x	-3	0%	0%	x	x	8	-1%	10
O=C(COC(=O)c1ccc2ccccc2n1)c1ccc(F)cc1	12%	-9%	-2	1%	-1%	3	1%	5	-1%	-2
COc1ccc(C2C(C(=O)Nc3cccc(OC)c3)c3ccccc3C(=O)N2C)cc1 (configuration not stated)	1%	8%	2	-1%	10%	0	0%	-1	-2%	-5
O=c1[nH]c(NCCO)nnc1Cc1ccc(Cl)cc1	6%	3%	-17	0%	0%	-2	-3%	-1	-2%	1
CCCn1c(C(C)C)n[nH]c1=S	-3%	7%	2	3%	-2%	2	4%	0	1%	-5
O=C1CCC(C(=O)N2CCN(c3ccc(F)cc3)CC2)CN1CC1CCCCC1 (configuration not stated)	u	20%	9	4%	12%	-3	-1%	4	-1%	-12
CS(=O)(=O)N1CCN(C(=O)c2ccccc2F)CC1	3%	2%	-23	4%	-6%	5	-1%	-11	-3%	-2
Cc1cc(Cn2nnnc2-c2ccncc2)cc(C)c1O	u	9%	-1	2%	4%	1	1%	1	-4%	2
Fc1ccc(N2Cc3ccsc3C=N2)cc1	2%	5%	15	-4%	-1%	1	0%	-1	x	6
COc1cc2oc(=O)cc(-c3ccc(-c4ccc(OC(F)(F)F)cc4)cc3)c2c(OC)c1OC	3%	x	7	-28%	5%	-5	x	1	-2%[46.1 µM]	-7
COc1ccc(OC)c(CNc2ncc(-c3ccc(F)cc3)n2C)c1	0%	43%[activator]	-5	1%	0%	-5	-3%	18	3%	17
O=C(Nc1nc2c(s1)CCCC2)c1cc2n(n1)C(C(F)(F)F)CC(C1CC1)N2 (configuration not stated)	u	5%	3	8%	1%	0	1%	-2	6%	-8
COc1ccc(N2CCN(CCCNC(=O)c3ccc(CS(=O)(=O)c4ccc(OC)cc4)o3)CC2)cc1	-1%	-1%	-18	-23%	0%	x	6%	59	2%	-14
CC1=C(C(=O)Nc2ccc(F)cc2)C(c2ccncc2)C2=C(CCCC2=O)N1 (configuration not stated)	11%	0%	7	-3%	-3%	2	-1%	-1	-2%[46.1 µM]	1
C(=N\Nc1nncn1/N=C/c1ccco1)/c1ccco1	0%	1%	12	22%	1%	-1	-4%	1	-1%	0
C[C@@H](NC(=O)c1nc[nH]c1C(=O)N[C@@H](Cc1ccccc1)C(=O)OCc1ccccc1)c1ccccc1	1%	1%	10	8%	5%	1	-3%	-14	-1%	-8
Cc1cc(C)nc(N2CCCC(C(=O)Nc3ccc(F)cc3)C2)n1 (configuration not stated)	7%	14%	17	-5%	0%	1	-2%	-10	0%	1
COc1ccccc1CC(=O)NCC1CCCO1 (configuration not stated)	x	-14%	2	x	x	-5	2%	11	-14%	x
CC(=O)c1c(C)[nH]c(C(=O)Nc2ccc(Cl)c(S(=O)(=O)N3CCOCC3)c2)c1C	-6%	3%	-8	-6%	-7%	0	0%	4	-5%[46.1 µM]	3
Nc1c(C(=O)CSc2nnc(N3CCOCC3)n2-c2cccc(F)c2)c(=O)[nH]c(=O)n1C1CC1	1%	x	-8	3%	3%	x	x	3	-3%	16
CCNc1nc(NC(C)CC)nc(Oc2ccc(=O)[nH]n2)n1 (configuration not stated)	2%	-8%	-1	5%	3%	2	0%	-3	-9%	-3
Further records:
SMILES	Chronic BCR inh	CXXC DNA block	Giardia kill	AT treatment	Tb PFK inh	FBPA coupling cs	GALK inhibitor	hERG WT inh	TCR activator	TSHR antagonist
Cc1ccc(Cn2c(Cc3ccccc3)nc3ccccc32)cc1	8%	-4%	-10	0%	1%	10	0%	-2	9%	0
CS(=O)(=O)N1CCC(C(=O)NNC(=O)Nc2ccc(F)c(Cl)c2)CC1	0%	4%	5	-4%	-6%	-1	-3%	2	-10%	1
COc1ccc2[nH]cc(CCNC(=O)Cc3c(F)cccc3Cl)c2c1	1%	-3%	28	6%	3%	0	-5%	-6	x	30
Cc1ccc(O)c(/C=N/NC(=O)CN2CCCC2)c1	-1%	3%	7	-2%	1%	2	0%	0	5%	-7
Cc1cccc(CN2CCC(C(N)=O)CC2)c1	-1%	-5%	-2	0%	0%	-1	0%	10	x	13
CC(=O)N1N=C(c2ccco2)CC1c1ccc(Cl)o1 (configuration not stated)	-12%	2%	-7	0%	-6%	0	8%	-1	2%	8
COc1ccc(Cl)cc1C(=O)NNC(=O)c1csc(N2CCOCC2)n1	u	x	3	-2%	1%	x	x	-14	-1%	6
Cc1cc2c(c(SCC(=O)NCCc3ccccc3)n1)C(=O)OC2	0%	-3%	-22	-14%	3%	0	2%	1	6%	0
CCN(c1ccccc1)S(=O)(=O)c1ccc(Cl)c(NC(=O)COC(=O)c2ccc[n+]([O-])c2)c1	1%	4%	5	-1%	1%	1	-3%	-8	-9%	-6
O=P(c1ccccc1)(c1ccccc1)c1nc(-c2ccccc2)oc1N1CCOCC1	-1%	-18%	1	11%	-5%	1	3%	-2	4%	1
O=C(NCc1ccccc1Cl)c1cnc2n(c1=O)CCS2	u	-2%	u	7%	2%	2	3%	0	-5%	3
Cn1ncc(N=Cc2ccc([N+](=O)[O-])cc2)c1C(=O)Nc1ccccc1	-6%	5%	50[activator]	-3%	-1%	1	-1%	17	0%	-8
O=C(Cn1cc(SCc2ccc(Cl)cc2)c2ccccc21)N1CCOCC1	u	-2%	0	2%	-7%	-8	0%	5	1%[46.1 µM]	-6
Cc1ccc(NC(=O)CS(=O)CC(=O)N(CC(=O)NC2CCCC2)c2cc(C)ccc2C)cc1 (configuration not stated)	0%	-2%	-1	4%	-1%	-1	3%	-2	-2%	8
CC1CCN(C(=O)CCc2nc3cc(S(=O)(=O)N(C)C)ccc3n2C)CC1	3%	2%	-19	5%	-1%	-22	1%	10	0%	33
Cc1nn(C(C)(C)C)c(OC(=O)c2ccc3c(c2)OCO3)c1S(=O)(=O)c1ccccc1	0%	2%	12	-5%	1%	1	-2%	-3	2%	-4
CCOc1ccc(S(=O)(=O)NCCC(=O)NCC(c2cccs2)N2CCOCC2)cc1 (configuration not stated)	-1%	10%	-12	6%	-6%	x	6%	2	0%	6
COc1cc(Cl)cc(/C=C/c2ccc3cccc(O)c3n2)c1OC	u	u	-6	4%	-12%	-1	4%	3	-3%	-4
O=C(COc1cccc2c1CCN(Cc1ccccc1F)C2=O)N1CCCCC1	-17%	-7%	-14	3%	0%	-4	1%	-8	-2%	-7
Cc1ccc(NC(=O)C2CCCN(S(=O)(=O)c3ccc4[nH]c(=O)ccc4c3)C2)nc1 (configuration not stated)	-3%	-1%	-12	-4%	2%	-1	-1%	9	-3%	0
CN1CCSc2ccc(C(=O)Nc3cccc(F)c3)cc21	u	-16%	-19	12%	7%	-12	1%	-8	-4%	-3
CCOC(=O)c1[nH]c2ccc(OC)cc2c1NC(=O)CCN1CCc2ccccc2C1	-6%	9%	15	0%	-6%	-1	10%	-14	2%	-2
Cc1ccc(NC(=O)Cc2nc(CN(C)CC(=O)Nc3ccc(C)cc3)cs2)cc1	0%	x	4	0%	0%	x	x	2	1%	1

Some entries already given, limited to TCR activator, CXXC DNA block and hERG WT inh.
mol | TCR activator | CXXC DNA block | hERG WT inh
CC1CCN(C(=O)CCc2nc3cc(S(=O)(=O)N(C)C)ccc3n2C)CC1 | 0% | 2% | 10
Cc1nn(C(C)(C)C)c(OC(=O)c2ccc3c(c2)OCO3)c1S(=O)(=O)c1ccccc1 | 2% | 2% | -3

Source: PubChem
